V1R ag counter: activates human V1a receptor in oxytocin agonist counter-screen; activation, % at 3 µM; P37288; CHO-V1R cells, Fluo-8 calcium fluorescence, agonist mode; 0% DMSO, 100% 3 nM vasopressin; 0.25% of 320,000 active;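 active = activation above the mean activation of all tested compounds plus 3 SD, per screening run, cut at about 20% in these data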;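 also: signal is peak over basal fluorescence ratio across a 100 second FLIPR read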
Target sequence (P37288 whole entry, looked up): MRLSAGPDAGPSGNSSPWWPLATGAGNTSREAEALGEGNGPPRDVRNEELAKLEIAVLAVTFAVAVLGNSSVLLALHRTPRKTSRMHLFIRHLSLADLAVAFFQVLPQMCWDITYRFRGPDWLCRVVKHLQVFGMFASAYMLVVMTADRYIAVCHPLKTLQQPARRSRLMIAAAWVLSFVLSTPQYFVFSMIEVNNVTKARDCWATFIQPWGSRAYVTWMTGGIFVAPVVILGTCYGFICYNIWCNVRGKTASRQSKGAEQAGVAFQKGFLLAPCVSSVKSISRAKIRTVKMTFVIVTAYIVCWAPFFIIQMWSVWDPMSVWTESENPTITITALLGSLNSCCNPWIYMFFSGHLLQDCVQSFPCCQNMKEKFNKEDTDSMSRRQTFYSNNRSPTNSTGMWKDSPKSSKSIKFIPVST
TAAR1 antagonist: antagonists of human TAAR1; Q96RJ0; CHO RD-HGA16 TAAR1, Fluo-8 calcium fluorescence, antagonist; inhibition, % at 3 µM; 1.5% of 360,000 active; AID 624466;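 active = inhibition above a per-plate cutoff, the mean inhibition of test compounds on that plate plus 3 SD, cut at about 49% in these data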;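 also: 0% = DMSO plus EC80 beta-PEA response and 100% = DMSO alone without agonist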
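Test system: CHO RD-HGA16 cells bearing hTAAR1 | Reagent: β-PEA, EC80 | Compound dosing: 3 µM, single point | Schedule: Dye loading 75 min at 37 °C, then 30 min room temperature | Signal: Calcium fluorescence with Fluo-8 | Evaluation: Percent inhibition of PEA-evoked calcium signal, max/basal emission ratio | Control set: DMSO-only wells and EC80 β-PEA-stimulated wells | Repeats: Singlicate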
CHO parental Ca: signal in parental CHO cells, OX1R antagonist counter-screen; parental CHO-K1, ATP-induced calcium, Fluo-8 fluorescence; inhibition, % at 5.6 µM; 0.63% of 330,000 active; AID 463079;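 active = inhibition above that plate's mean sample inhibition plus 3 SD, cut at about 26% in these data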;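 also: 0% = ATP-challenged DMSO wells and 100% = DMSO wells without ATP; some compounds past the cut are filed as inactive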
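test system = CHO parental line | reagent = ATP stimulus | measured by = intracellular calcium via Fluo-8 no-wash fluorescent dye | control set = ATP and no-ATP DMSO wells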
CHRM1 PAM: positive allosteric modulators of human M1 muscarinic receptor; P11229; CHO-K1 hM1, Fluo-8 calcium fluorescence, ACh EC20; 0% = ACh EC20, 100% = maximal ACh; activation, % at 3 µM; 0.088% of 360,000 active; in the data active = activation above about 19%, passing the limit was not always enough
OXTR potentiator: human OXTR potentiation; P30559; CHO-OTR cells, Fluo-8 calcium fluorescence, potentiator mode; 0% = oxytocin EC15, 100% = EC100; activation, % at 3 µM; 0.061% of 320,000 active; AID 2445;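 active = activation above that plate's cutoff, the mean activation of tested compounds plus 3 SD, cut at about 6.6% in these data, passing the limit was not always enough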;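 also: 100% uses oxytocin at 75 nM as the full agonist control; some results filed as inactive read as strong as hits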
Target sequence (P30559 whole entry, looked up): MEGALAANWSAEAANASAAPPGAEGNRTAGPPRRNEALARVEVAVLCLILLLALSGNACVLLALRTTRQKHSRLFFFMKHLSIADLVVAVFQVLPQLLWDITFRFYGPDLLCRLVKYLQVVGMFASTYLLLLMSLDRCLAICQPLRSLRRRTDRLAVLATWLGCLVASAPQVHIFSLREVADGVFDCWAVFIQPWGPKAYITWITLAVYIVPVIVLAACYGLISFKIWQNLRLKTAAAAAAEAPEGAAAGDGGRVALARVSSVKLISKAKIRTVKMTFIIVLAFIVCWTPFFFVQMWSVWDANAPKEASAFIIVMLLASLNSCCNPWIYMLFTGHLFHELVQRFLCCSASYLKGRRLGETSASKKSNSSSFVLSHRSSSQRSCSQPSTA
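Assay system: CHO-OTR cells, human receptor / Also added: oxytocin at about EC15, sub-maximal agonist stimulus / Dosing: single dose, 3.0 µM nominal final compound concentration / Incubation: 6 min pre-incubation, 100 s read / Technique: Fluo-8 calcium dye fluorescence / Read-out: % activation vs EC15 and EC100 oxytocin / Benchmarks: EC15 oxytocin low, 75 nM oxytocin high / Replicates: singlicate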
OXTR ag: human OXTR agonism. P30559. CHO-OTR cells, Fluo-8 calcium fluorescence; normalized: DMSO 0%, oxytocin 100%. activation, % at 3 µM. 0.32% of 320,000 active;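 active = activation above the mean of all tested compounds plus 3 SD, cutoff set per screening run, cut at about 20% in these data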;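 also: peak over basal fluorescence ratio from a 100 s FLIPR kinetic read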
TAAR1 ag: human TAAR1 agonism. Q96RJ0. CHO RD-HGA16 TAAR1, Fluo-8 calcium fluorescence; vehicle wells 0%, saturating PEA agonist 100%. activation, % at 3 µM. 0.99% of 360,000 active. AID 624467;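 active = activation above the mean activation of all test compounds in the run plus 3 SD, cut at about 38% in these data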
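System: CHO RD-HGA16 cells carrying human TAAR1 plus Gα16; Incubation: 17-24 h seeding, 75 min 37 °C dye, 30 min RT; Measured by: Fluo-8 fluorescence, 5 s baseline then 140 s kinetic read; Control set: DMSO and PEA EC100; Replication: single well for each compound.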
M1 ag: agonists of human M1 muscarinic receptor. CHO-K1 hM1, Fluo-8 calcium fluorescence, agonist mode; 0% DMSO, 100% acetylcholine EC100. activation, % at 3 µM. 0.33% of 360,000 active. AID 588814;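 active = activation above the run's mean compound activation plus 3 SD, cut at about 16% in these data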;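 also: peak over basal fluorescence ratio within a 140 s kinetic read after compound addition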
M1 antag: antagonists of human M1 muscarinic receptor. P11229. CHO-K1 hM1, Fluo-8 calcium fluorescence, ACh EC80 antagonist. inhibition, % at 3 µM. 1.3% of 360,000 active. AID 588852;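 active = percent inhibition above its own plate's cutoff, namely the mean of that plate's compound wells plus 3 SD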;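 also: peak over basal fluorescence ratio during 140 s after agonist addition; 0% = ACh EC80 plus DMSO and 100% = DMSO alone without agonist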
An asterisk follows results filed as active; / = no result given.

Results follow in this order: OXTR potentiator | CHO parental Ca | TAAR1 antagonist | V1R ag counter | CHRM1 PAM | M1 ag | OXTR ag | TAAR1 ag | M1 antag
1. O=C(CN1CCN(S(=O)(=O)/C=C/c2ccccc2)CC1)NC(=O)NCc1ccco1
    -3 | -13 | -11 | 0.3 | 10 | -6 | 0.3 | 5 | -8
2. Cc1ccccc1CN1CCN(CC(=O)NCc2ccc3c(c2)OCO3)C1=O
    -5 | -8 | 16 | 0.2 | 6 | -2 | -0.3 | 8 | -4
3. CC(C)(C)NC(=O)NC(=O)COC(=O)Cc1c(Cl)cccc1Cl
    -3 | -9 | -26 | 0.1 | 4 | -5 | -0.1 | 0 | -13
4. COc1cccc(C(=O)Nc2cc(NC(=O)c3cccs3)ccc2C)c1
    -2 | -11 | -7 | -1.2 | 11 | 4 | -2.3 | 0 | -14
5. O=C(CSc1nnnn1-c1ccccc1)c1cc2ccccc2oc1=O
    -5 | -8 | 15 | 1.3 | -1 | -3 | -0.4 | 2 | -13
6. CN(C(=S)Nc1ccc(Oc2ccccc2)cc1)C1CCCCC1
    -17 | 29* | 19 | 3.8 | -26 | -9 | 0.2 | 7 | 39*
7. Cc1cc(C)cc(N(CC(=O)NC2CCC(C)CC2)S(=O)(=O)c2c(C)noc2C)c1 (configuration not stated)
    -7 | -13 | -30 | -1.9 | 6 | -8 | -2.1 | -3 | -15
8. Cc1ccc(O)c(CNc2nccs2)c1
    0 | 5 | -2 | 0.3 | 4 | -3 | -0.6 | 1 | -16
9. NC(=O)c1ccccc1NC(=O)CC1(CC(=O)O)CCCC1
    -1 | -3 | -5 | -0.5 | 10 | -1 | 0.9 | 2 | -10
10. CCOC(=O)C1CCN(S(=O)(=O)c2ccc3c(c2)CC(C)N3C(=O)C2CC2)CC1 (configuration not stated)
    -6 | -10 | -7 | 5.1 | 2 | -1 | 4.7 | 0 | -4
11. COC(=O)c1ccc(CSCc2ccc(C#N)cc2)cc1
    -23 | 10 | / | -0.4 | / | / | -0.3 | / | /
12. CSCc1cc(N(C)c2ccccc2)nc(-c2ccccc2)n1
    -11 | -23 | -18 | -0.8 | 12 | -2 | -1.5 | 1 | -15
13. O=C(Nc1nc(-c2ccccn2)cs1)Nc1ccc(F)cc1F
    -12 | 4 | 42 | 7.7 | -3 | -3 | 6.7 | 19 | 3
14. COc1cccc(-c2nnc(SCC(=O)N3CCCc4ccccc43)o2)c1
    -10 | -7 | 18 | -0.2 | 7 | -6 | -0.8 | 7 | -18
15. COc1ccc(/C=C2/SC(=S)N(c3ccc(S(=O)(=O)Nc4nccs4)cc3)C2=O)cc1
    -11 | 23 | 13 | 0.8 | -5 | -4 | 0.0 | 2 | 14
16. O=C1c2ccccc2C(=O)C1c1ccncc1
    -5 | 4 | 7 | 0.3 | 4 | -4 | 0.8 | 3 | -11
17. COc1ccc(/C=C2\SC(=S)N(CCC(=O)N(CCO)Cc3ccccc3)C2=O)cc1OC
    -21 | -25 | -2 | 1.1 | 17 | 0 | -1.2 | 5 | -5
18. COc1ccc(CC(=O)Nc2ccc3c(c2)C(=O)N(CCC(=O)O)C3=O)cc1
    -3 | -5 | -15 | 1.5 | 8 | -4 | -0.4 | 1 | -14
19. CC(=O)NCCn1c(SCC(=O)NC2CCCCC2)nc2ccccc2c1=O
    -6 | -2 | -16 | 0.4 | 5 | 0 | 0.6 | 1 | -1
20. CC(C)Cn1c(CN2CCN(C)C(CCO)C2)nc2ccccc21 (configuration not stated)
    -11 | -10 | -15 | -0.6 | 7 | -8 | -0.8 | 2 | -14
21. CCCOc1ccc(C(C)=O)cc1CC(C(N)=O)C(N)=O
    -8 | -7 | 3 | 1.2 | 9 | -2 | 0.8 | 6 | -16
22. O=C(NC1CCCCC1)N1CCN(c2ccccc2)CC1
    -9 | -5 | 4 | 0.0 | 3 | -2 | 0.4 | 2 | 3
23. N#Cc1c(N2CCCC2)nc(N)c2c(N)nc(N3CCCC3)cc12
    1 | -11 | 4 | 1.2 | 3 | -4 | -0.2 | 7 | -2
24. S=C(Nc1ccc(Oc2ccc(NC(=S)NC3CCCCC3)cc2)cc1)NC1CCCCC1
    0 | -15 | -12 | 0.1 | -3 | -5 | 0.8 | 0 | -3
25. CCOC(=O)C1=C(C)NC(C)=C(C(=O)OCC)C1c1sccc1C
    -11 | -5 | -19 | -1.4 | -2 | -5 | -2.5 | 14 | 4
26. CC1Cc2ccccc2N1CC(=O)Nc1ccc2c(c1)OC(F)(F)O2 (configuration not stated)
    -2 | -18 | 2 | -1.0 | -11 | -7 | -2.0 | 0 | 11
27. CC12CCC(=O)C=C1CCC1C2C(O)CC2(C)C1CCC21OCC1=O (configuration not stated)
    / | / | -6 | / | -2 | -4 | / | 4 | 4
28. COc1cc2c(cc1OC)CN(C(=O)CN1CCN(S(=O)(=O)c3ccc(C)c(C)c3)CC1)CC2
    -7 | -32 | -16 | 4.9 | 3 | -3 | 3.5 | 0 | -6
29. COc1cc(/C=N/NC(=O)c2cc(-c3ccccc3)sc2N)cc(OC)c1OC
    -5 | -26 | 73* | -1.3 | / | / | 3.5 | 16 | /
30. O=C(c1ccco1)N1CCN(C(=O)c2cc(-c3ccccn3)nc3ccccc23)CC1
    -4 | -13 | 7 | 0.9 | -1 | -2 | 0.5 | 11 | 6
31. CC(Sc1nc(N)cc(=O)[nH]1)C(=O)Nc1sc2c(c1C#N)CCCC2 (configuration not stated)
    -10 | 34* | 10 | 3.7 | -17 | -6 | 2.1 | 9 | 24
32. CC(C)CNC(=O)c1ccccc1NC(=O)/C=C/c1cccc([N+](=O)[O-])c1
    -3 | -7 | -2 | -0.1 | 24 | -6 | 0.1 | 3 | -7
33. Cc1cc(NC(=O)c2ccccc2C)n(-c2cccc(F)c2)n1
    -8 | -4 | -9 | 0.2 | 18 | -1 | -0.6 | -1 | -16
34. O=[N+]([O-])c1ccccc1S(=O)(=O)c1ccccc1
    -3 | 2 | -8 | 1.3 | 6 | -4 | -0.5 | 2 | -4
35. COc1ccc(S(=O)(=O)N2CCOCC2)cc1NC(=O)CN(C)CC(=O)Nc1cccc(F)c1
    -3 | -20 | 0 | -0.2 | -2 | -5 | 1.0 | 2 | 5
36. Cc1c(-c2nc(N)nc(Nc3ccc(F)cc3)n2)oc2ccccc12
    -10 | -29 | 22 | -0.4 | -1 | 2 | -2.0 | 14 | -3
37. CC(=O)N(C(C)=O)N1C(=O)c2cccc3c(N4CCOCC4)ccc(c23)C1=O
    -6 | 7 | 3 | 6.2 | 11 | 4 | 7.5 | 12 | -10
38. CC(=O)Nc1ccc(NC(=O)c2ccc(CN3CCc4ccccc4C3)cc2)cc1
    -2 | -4 | 8 | 0.8 | 6 | -8 | 2.7 | 1 | -7
39. COc1cccc(CC(=O)N2CCC(n3nccc3NC(=O)C3CC3)CC2)c1
    / | / | 0 | / | 8 | -3 | / | 0 | -9
40. Cc1cc(=O)oc2cc(NC(=O)CCOc3ccccc3)ccc12
    -6 | -1 | -6 | 3.2 | 9 | -3 | 0.6 | -1 | -14
41. Cc1cnn(-c2cc(N/N=C/c3cccc(F)c3)ncn2)c1
    1 | 5 | 5 | -0.5 | 7 | -2 | 1.0 | -1 | -4
42. Nc1nc(Cl)cc(N2CCC(c3cc(-c4ccc(Cl)cc4)n[nH]3)CC2)n1
    -13 | 34* | 45 | 14 | -18 | 14 | 22* | 29 | 38*
43. Cc1cccc(OCC2CCCN(Cc3nc(C4CC4)no3)C2)c1 (configuration not stated)
    -2 | -10 | -26 | -1.5 | 6 | -5 | -2.2 | 1 | -7
44. Cn1c(SCC(=O)NCc2ccc3c(c2)OCO3)nc2c(c1=O)SCC2
    0 | -2 | -20 | -0.6 | 2 | -3 | -0.4 | 1 | 0
45. CC1CCCCN1CCNC(=O)c1ccc2c(c1)N(Cc1ccccc1F)C(=O)c1ccccc1S2=O (configuration not stated)
    -13 | -26 | 4 | 5.5 | -18 | -3 | 17 | 10 | 48*
46. CCCNC(=O)C(=O)NCc1ccccn1
    -4 | -7 | 3 | 0.6 | 9 | -6 | -0.2 | 0 | -8
47. Cc1ccc(-c2nc(N/N=C/c3cccnc3)c3ccccc3n2)cc1
    -16 | -16 | 33 | 0.7 | -7 | -4 | 1.3 | 16 | 6
48. CCOC(=O)c1sc(NC(=O)C2CC(=O)N(c3ccc4c(c3)OCCO4)C2)nc1C (configuration not stated)
    -5 | -7 | -2 | 3.0 | 3 | -2 | 3.0 | 2 | -1
49. Cc1ccccc1Nc1nc(N)nc(COC(=O)CCC(=O)c2ccc(F)cc2)n1
    / | / | -2 | / | -1 | 2 | / | 3 | -13
50. COc1cc(Cl)c(C)cc1NC(=O)CNC(C)c1ccccc1OC (configuration not stated)
    -15 | -24 | 11 | -1.4 | 2 | -15 | -2.5 | 4 | -9

6 structures from above, sorted by SMILES length, low to high:
Results follow in this order: OXTR potentiator | CHO parental Ca | TAAR1 antagonist | V1R ag counter | CHRM1 PAM | M1 ag | OXTR ag | TAAR1 ag | M1 antag
11. COC(=O)c1ccc(CSCc2ccc(C#N)cc2)cc1
    -23 | 10 | / | -0.4 | / | / | -0.3 | / | /
20. CC(C)Cn1c(CN2CCN(C)C(CCO)C2)nc2ccccc21 (configuration not stated)
    -11 | -10 | -15 | -0.6 | 7 | -8 | -0.8 | 2 | -14
23. N#Cc1c(N2CCCC2)nc(N)c2c(N)nc(N3CCCC3)cc12
    1 | -11 | 4 | 1.2 | 3 | -4 | -0.2 | 7 | -2
42. Nc1nc(Cl)cc(N2CCC(c3cc(-c4ccc(Cl)cc4)n[nH]3)CC2)n1
    -13 | 34* | 45 | 14 | -18 | 14 | 22* | 29 | 38*
30. O=C(c1ccco1)N1CCN(C(=O)c2cc(-c3ccccn3)nc3ccccc23)CC1
    -4 | -13 | 7 | 0.9 | -1 | -2 | 0.5 | 11 | 6
35. COc1ccc(S(=O)(=O)N2CCOCC2)cc1NC(=O)CN(C)CC(=O)Nc1cccc(F)c1
    -3 | -20 | 0 | -0.2 | -2 | -5 | 1.0 | 2 | 5

Screens as filed in PubChem.
